# Assay outcomes deposited in PubChem by National Center for Advancing Translational Sciences (NCATS).
# DT40 TDP1 CPT = growth inhibition of DT40 Tdp1-/-;hTDP1 cells with camptothecin (screen for TDP1 inhibitors); Potency, µM (doses to about 46.2 µM), inactives show top-dose activity change, negative = growth inhibition, most hits filed as inhibitors; chicken DT40 Tdp1-/-;hTDP1 cells + 20 nM CPT, ATP luminescence, 48 h; 420,000 tested, 12% active; note: nearly all actives have a fitted effect of over 55% in size
#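 Chicken DT40 Tdp1-/- cells complemented with human TDP1, 400 cells/well, exposed to compounds plus 20 nM camptothecin for at least 48 h at 37 C; viability read as ATP content by CellTiter-Glo luminescence.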
# KAT2A inh = inhibitors of human GCN5L2 histone acetyltransferase; Q92830; GCN5L2 HAT assay, ThioGlo1 CoA-SH fluorescence; Potency, µM (highest dose often 58.9 µM), without a hit: at the top dose activity change, negative = inhibition, usual class: inhibitors; 390,000 tested, 0.21% active
#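 Enzyme at 20nM final was mixed with library compounds for 15 min at room temperature. Peptide H3(1-25) at 75uM, acetyl-CoA at 70uM and ThioGlo1 at 50uM were then added. Plates were read immediately and after 20 min (Ex340nm/Em540nm).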
# FEN1 inh = human FEN1 inhibition; Potency, µM (series often up to 114 µM), for inactives: top-dose activity change, negative = inhibition, most hits filed as inhibitors; 390,000 tested, 0.35% active; Recombinant FEN1 flap cleavage, fluorescence, 15 min; AID 588795; P39748; note: nearly all actives have a fitted effect of over 65% in size
# Target sequence (P39748 whole entry, looked up): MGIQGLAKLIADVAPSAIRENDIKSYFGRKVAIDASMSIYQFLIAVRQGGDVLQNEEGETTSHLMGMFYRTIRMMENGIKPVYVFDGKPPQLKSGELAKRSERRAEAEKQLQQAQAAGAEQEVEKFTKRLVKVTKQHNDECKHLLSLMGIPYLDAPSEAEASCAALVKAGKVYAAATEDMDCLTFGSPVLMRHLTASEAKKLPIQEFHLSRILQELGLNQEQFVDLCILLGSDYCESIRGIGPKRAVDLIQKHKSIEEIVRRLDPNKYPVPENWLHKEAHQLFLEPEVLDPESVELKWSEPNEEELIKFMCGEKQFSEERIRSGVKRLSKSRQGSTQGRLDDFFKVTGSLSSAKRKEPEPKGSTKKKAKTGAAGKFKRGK
#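 Quantitative HTS format: each compound was titrated, incubated with 10 nM nuclease for 15 min at room temperature, then challenged with flap substrate at 50 nM final. Signal change over 15 min gave concentration–effect curves.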
# An asterisk follows results filed as active; ? = inconclusive; . = not tested or not shown; & = joins results of further samples; [ ] = another dose, or the depositor's remark. Calls come from the whole dose curve; as a rule, active = well fitted curve in the direction sought with a large enough effect; inconclusive = small, poorly fitted or top-dose-only effect, or another doubt; inactive = no such curve, though single readings can be large; an effect the other way counts as inactive or inconclusive. % is set by controls: 0 for no effect and ±100 for the full control effect; potency is the fitted concentration of half-maximal effect. This is a subset; count on the stated rates, not on these rows.
SMILES,DT40 TDP1 CPT,KAT2A inh,FEN1 inh
COc1cc2c(cc1OC)CN(C(=O)c1ccc(S(=O)(=O)N3CCCCC3)cc1)CC2,26µM*,-6%,9%
O=C(NCC1CCCO1)c1cnc(Cl)c(Cl)c1 (stereo unspecified),?,0%,2%
O=C(CN1CCCC1=O)NC1(C(F)(F)F)NC(=O)N(Cc2ccccc2)C1=O (stereo unspecified),-15%,-13%,-16%
COc1ccccc1N(CC(=O)NC1CCCCC1)C(=O)c1csnn1,-1%,-4%,-2%
C/C(=N\NC(=O)CSCc1ccccc1Cl)c1cc(O)ccc1O,6.5µM*,1%,8%
CCN(CC)S(=O)(=O)c1nnc(NC(=O)COc2cccc(C)c2)s1,-15%,2%,16%
CN1C(=O)c2cccc3c(S(=O)(=O)Nc4ccccn4)ccc1c23,?,-4%,-3%
COc1ccc(S(=O)(=O)c2nnn(-c3cccc(Cl)c3)c2N)cc1,12µM*,-5%&2%,-18%&-15%
NNC(=O)c1ccc2ccccc2n1,-20%,-4%,3%
S=C(NCc1ccccc1)Nc1nccs1,5.2µM*,-3%,4%
COCc1c(C(=O)NCC2COc3ccccc3O2)oc2ccccc12 (stereo unspecified),?,-5%,3%
Cc1ccccc1CS(=O)(=O)Cc1ccc(C(=O)NCc2ccco2)o1,3%,?,-4%
CC12CCC(=O)N1C(C(=O)Nc1nc(-c3cc(F)ccc3F)cs1)CS2 (stereo unspecified),-1%,2%,0%
COc1ccc(C)cc1NC(=O)Nc1ccc2c(c1)CCC2,?,-4%,13%
CCC(C)N(C(=O)COc1ccc(NC(C)=O)cc1)C1CCS(=O)(=O)C1 (stereo unspecified),25%,-2%,-3%
O=C(c1ccncc1)N1N=C2CCCCCC2C1(O)C(F)(F)F (stereo unspecified),0%,-2%,-3%
CCOc1ccc(C(=O)CCC(=O)Nc2ncccc2O)cc1,-20%,-4%,-2%
O=C(CN1C(=O)/C(=C\c2ccccc2Br)Oc2ccccc21)NCCCN1CCOCC1,-92%,-26%,-6%
COc1ccc(S(=O)(=O)N2CCC(n3cnc4ccccc43)CC2)cc1,-26%,-2%,-7%
COc1cc(C2C(C#N)=C(N)OC3=C2C(=O)CC(C)(C)C3)cc([N+](=O)[O-])c1O (stereo unspecified),1%,?,16%
CCCCN(CC)S(=O)(=O)c1ccc(C(=O)N(CCCN(C)C)c2nc3cc(C)cc(C)c3s2)cc1,?,-6%,-18%
CC1(C)CC(=O)C2=C(C1)NC(Nc1nc3ccccc3o1)=NC2c1ccccc1 (stereo unspecified),2.8µM*,.,-6%
CCOc1cc(CNn2cnnc2)cc(Br)c1OCC(=O)NC1CCCCC1,-17%,0%,0%
O=C(Cn1c(=O)oc2cc(S(=O)(=O)N3CCCCCC3)ccc21)NC1CCCCC1,-9%,-19%,14%
Cc1cc(NC(=O)CN2C(=O)NC(C)(c3ccc(OC(F)F)cc3)C2=O)no1 (stereo unspecified),?,-1%,-1%
# Carrying on:
SMILES,DT40 TDP1 CPT,KAT2A inh,FEN1 inh
O=C(NCCc1ccccc1)C1CCC(=O)N(Cc2ccc(Cl)cc2)C1 (stereo unspecified),-5%,1%,-3%
CCOc1cc(S(=O)(=O)NCCc2ccc(OC)c(OC)c2)c(OCC)cc1-n1cnnn1,6%,-12%,1%
N#Cc1ccccc1OCc1nnc(-c2ccccc2Br)o1,?,-4%,-8%
CCCCCCNc1cc2n(c(=O)n1)CCc1cc(OC)c(OC)cc1-2,?,-2%,-13%
Clc1ccc(-c2cc(CSc3ccccc3)on2)cc1,21%,-11%,6%
O=C(C(=O)N1CCc2ccccc2C1)c1cn(CC(=O)N2CCCCC2)c2ccccc12,-4%,-15%,-3%
CCCCNS(=O)(=O)c1ccc(S(=O)(=O)NCc2ccncc2)cc1,4.1µM*,-1%,-8%
COc1cccc(NC(=O)c2ccc(NC(=O)C3CC(=O)OC34CCCCC4)cc2)c1 (stereo unspecified),18µM*,-2%,2%
Cn1c(N)c(C(=O)COC(=O)c2ccc([N+](=O)[O-])o2)c(=O)n(C)c1=O,18µM*,-6%,?
COc1ccc(CN2CC(=O)N(c3cc(Cl)ccc3C)C2=S)cc1OC,?,-7%,-21%
Cn1c(=O)c2c(nc(NC3CCCCC3)n2CC(=O)C23CC4CC(CC(C4)C2)C3)n(C)c1=O,?,-11%,-2%
CCC(C)(C)NC(=O)C(c1ccccc1)N(Cc1cccnc1)C(=O)c1csnn1 (stereo unspecified),-2%,2%,5%
O=C(Cc1ccccc1F)N1CCN(S(=O)(=O)c2ccc(Cl)cc2)CC1,?,-4%,57%[activator]
Cc1cccc(OCCC(=O)NCC(=O)Nc2cccc(C)c2C)c1,-17%,-1%,4%
CCOc1cc(/C=N/Nc2ncc(C)c(=O)[nH]2)ccc1O,-25%,-18%,-31%
CCC12CN3CC(CC)(CN(C1)C3c1ccccc1Cl)C2O (stereo unspecified),3%,-2%,-2%
Cc1cc([N+](=O)[O-])nn1CC(=O)NNC(=S)Nc1ccc([N+](=O)[O-])cc1,-9%,0%,2%
COc1cc2c(cc1OC)C(C)N(C(=O)c1cccc([N+](=O)[O-])c1)CC2 (stereo unspecified),?,-1%,-5%
Cc1ccc(NC(=O)CN(C)C(=O)c2ccc(Cl)nc2)cc1,-6%,-6%,11%
Cc1cccc(OCc2ccc(-c3nc(C#N)c(N4CCC(C(N)=O)CC4)o3)o2)c1,16µM*,-10%,-19%
Cc1cc(C)c2c3c(c(-c4ccccc4)n2n1)c(=O)n(C)c(=O)n3C,33%[activator],.,-3%
Cc1c(C)c2ccc(OCC(=O)N3CCC(C(=O)O)CC3)c(C)c2oc1=O,17%,4%,-3%
Cc1cc(NC(=O)C(C)SCC(=O)N(C)CC(=O)Nc2ccccc2Br)no1 (stereo unspecified),-5%,2%,2%
Cc1nnc2n(Cc3ccccc3)c(=O)c3c4c(sc3n12)COC(C(C)C)C4 (stereo unspecified),?,-17%,5%
O=C(O)CCC(NC(=S)Nc1ccccc1)C(=O)O (stereo unspecified),14%,87%[activator],10%

# Ordered by count of non-hydrogen atoms (largest number first): part of the list above.
SMILES,DT40 TDP1 CPT,KAT2A inh,FEN1 inh
CCCCN(CC)S(=O)(=O)c1ccc(C(=O)N(CCCN(C)C)c2nc3cc(C)cc(C)c3s2)cc1,?,-6%,-18%
CC12CCC(=O)N1C(C(=O)Nc1nc(-c3cc(F)ccc3F)cs1)CS2 (stereo unspecified),-1%,2%,0%
Cc1cccc(OCCC(=O)NCC(=O)Nc2cccc(C)c2C)c1,-17%,-1%,4%
C/C(=N\NC(=O)CSCc1ccccc1Cl)c1cc(O)ccc1O,6.5µM*,1%,8%
CCC12CN3CC(CC)(CN(C1)C3c1ccccc1Cl)C2O (stereo unspecified),3%,-2%,-2%

# Continuation.
SMILES,DT40 TDP1 CPT,KAT2A inh,FEN1 inh
Cc1cc(C)cc(NC(=O)C(OC(=O)c2cccs2)c2ccccc2)c1 (stereo unspecified),19%,-12%,-11%
O=C(NC1CCCc2c1cnn2-c1ccc(F)cc1F)c1cnccn1 (stereo unspecified),-2%,-8%,-5%
COc1ccc(CC(=O)Nc2ccc(S(=O)(=O)Nc3ncccn3)cc2)cc1OC,-6%,-3%,6%
c1ccc(-c2ccccc2-c2nc(-c3cccnc3)no2)cc1,?,-12%,-17%
CCCn1nnnc1NC(=O)COc1ccc(Cl)c(C)c1,-15%,21%,-8%
CCOC(=O)/C=C1\SCC(=O)N1CC(=O)NC(c1ccccc1)c1ccccc1,?,1%,0%
Cc1cc(NS(=O)(=O)c2ccc(NC(=O)C(C)N3C(=O)c4ccccc4C3=O)cc2)nc(C)n1 (stereo unspecified),16%,-14%,-5%
CCC(=O)NC(=S)N1CCN(c2ccc([N+](=O)[O-])cc2Cl)CC1,?,0%,-19%
COCCCN(C(=S)Nc1c(C)cc(C)cc1C)C(C)c1ccccn1 (stereo unspecified),?,-2%,7%
CNc1nc(C)c(C#N)cc1C(C)=O,-24%,1%,-2%
COC(=O)CCC(=O)OC1(C)C(=O)C=C2C=C(C3CC3)N(Cc3ccco3)C=C2C1=O (stereo unspecified),-23%,-2%,-18%
COc1ccc(CNC(=O)c2cccc(N3CCCC3=O)c2)cc1,1%,-5%,0%
CCOC(=O)c1cc(-c2ccc(F)cc2)n(CC(=O)NC(C)CC)c1C (stereo unspecified),?,-2%,21%
O=C(Nc1ccc(Br)cc1)Nc1ccccc1F,15µM*,-1%,-11%
Cc1cccc2nc(CSc3nncn3-c3ccccc3)cn12,?,3%,1%
CCOc1ccc(OCc2cccc(C(=O)Nc3ccc(CN4CCCCC4)cc3)c2)cc1,8.2µM*,1%,-10%
Cc1nn(C(C)C(=O)NNC(=S)Nc2ccc(Cl)cc2)c(C)c1[N+](=O)[O-] (stereo unspecified),-2%,-1%,2%
FC(F)Oc1ccccc1NC(=S)Nc1cccnc1,-6%,-2%,-2%
C=CCOC(=O)C1=C(C)NC(SCC)=C(C#N)C1c1ccc(Cl)cc1 (stereo unspecified),0.73µM*,-8%,-12%
Cc1cnn2c(C3CC3)ccnc12,3%,-14%,16%
CCN(CC)C(=O)C1CCN(S(=O)(=O)c2ccc3oc4ccccc4c3c2)CC1,21µM*,-7%,-8%
O=C(CCC(=O)N1CCOc2ccccc21)Nc1ccc(F)cc1F,0%,0%,1%
Cc1cc(C)nc(NC(=O)CCC2CCCC2)c1,?,-3%,-14%
Cc1ccc(S(=O)(=O)N=Nc2c(O)[nH]c3ccccc23)cc1C,-4%,-9%,-10%
CCOc1ccccc1C(=O)Nc1ccc2nc3n(c(=O)c2c1)CCCCC3,?,0%,-19%
# Next results.
SMILES,DT40 TDP1 CPT,KAT2A inh,FEN1 inh
C=CCn1c(SCC(=O)N(C)C2CCS(=O)(=O)C2)nnc1-c1ccccc1 (stereo unspecified),-14%,-8%,4%
Cc1ccc(NS(=O)(=O)c2ccc3c(c2)NC(=O)CC(=O)N3)cc1C,-26%,-2%,-7%
O=C1CCC(=O)O1,0%,1%,-8%
CN1CC(=O)N(CC(=O)Nc2cc(Cl)cc(Cl)c2)C1=O,-9%,-10%,5%
COCCNC(=O)c1c[nH]c2ccc(S(=O)(=O)N3CCc4ccccc43)cc2c1=O,15µM*,-5%,5%
O=C(Cn1nnc2ccccc21)NNC(=S)NC1CCCCC1,-13%,4%,4%
COc1ccc2cc(C(N)=O)c(=Nc3ccccc3)oc2c1,?,-10%,5%
CC1=C(C(=O)NCc2ccccc2)C(c2cccs2)n2ncnc2N1 (stereo unspecified),-27%,-4%,3%
O=C(c1ccncc1)N(c1ccc2oc3c(c2c1)CCCC3)S(=O)(=O)c1ccc(F)cc1,?,-8%,-5%
CCOc1ccc(C(=O)NCC(=O)NC(C)CCc2ccccc2)cc1OCC (stereo unspecified),?,0%,-4%
CCOC(=O)c1cnc2c(ccc3ccccc32)c1Nc1cccc(OC)c1,?,4%,4%
C=CCn1c(SCC(=O)Nc2nc(C)cs2)nnc1C(CO)NC(=O)c1ccccc1 (stereo unspecified),10%,-22%,0%
Cc1c(-c2cc(C(=O)O)on2)cnn1C,5%,-3%,-4%
COCC(=O)N/N=C\c1ccc(OC/C=C/c2ccccc2)c(OC)c1,?,-3%,-4%
COc1cccc(NC(=O)C2CC(=O)N(C)C(=Nc3cccc(F)c3)S2)c1 (stereo unspecified),?,-8%,-14%
Cc1cc(C)n(-c2nnc3c4ccccc4n(C)c3n2)n1,-12%,0%,-25%
C/C(=N\Nc1cc(N2CCOCC2)ncn1)c1ccccc1,23µM*,-2%,-19%
O=C(c1ccccc1Sc1ccc([N+](=O)[O-])cc1Cl)N1CCOCC1,?,2%,-17%
CCc1ccccc1NC(=O)CCNS(=O)(=O)c1ccc2c(c1)CCC(=O)N2,-1%,0%,-3%
COC(=O)C1=CN(Cc2ccc(OC)c(OC)c2)C=C(C(=O)OC)C1c1ccc(F)cc1,?,-8%,-22%
Cc1cccc(-n2c(SCC(=O)Nc3cccc(S(=O)(=O)NC4=NCCCCC4)c3)nc3ccccc3c2=O)c1C,5.2µM*,-1%,-2%
O=C(CCCOc1ccc(Cl)cc1Cl)N/N=C/c1ccc(Cl)cc1,?,-5%,0%
Cc1cc(Oc2ccc(N)cn2)ccc1Cl,4%,0%,5%
CC[C@@H](C)C(NC(=O)OC(C)(C)C)c1cn([C@@H](Cc2cc3ccccc3[nH]2)C(=O)N2CCN(C(=O)OC(C)(C)C)CC2)nn1 (stereo partly specified),23µM*,-9%,-20%
CCOc1cc(C(=S)N2CCOCC2)ccc1OS(=O)(=O)c1ccc(NC(C)=O)cc1,10µM*,-6%,-8%
COC(=O)c1ccccc1NC(=O)c1c(C)oc2ncn(C)c(=O)c12,1%,-8%,-9%

# Record cards, as listed above. Screens in order: DT40 TDP1 CPT, KAT2A inh, FEN1 inh
# O=C(c1ccccc1Sc1ccc([N+](=O)[O-])cc1Cl)N1CCOCC1 is listed with ?, 2%, -17%
# CN1CC(=O)N(CC(=O)Nc2cc(Cl)cc(Cl)c2)C1=O is listed with -9%, -10%, 5%
# COCC(=O)N/N=C\c1ccc(OC/C=C/c2ccccc2)c(OC)c1 is listed with ?, -3%, -4%
